Source: PubChem (Southern Research Specialized Biocontainment Screening Center)
tuberculosis growth: growth inhibition of non-replicating M. tuberculosis (AID 488890); Mycobacterium tuberculosis non-replicating, growth inhibition; higher % means a stronger effect; inhibition, % at 25 µM; hits with a dose series show IC50 in µM; 320,000 compounds, 0.39% hits; in the data active = a potency from the dose series; inconclusive = inhibition mostly from about 82% at the one dose, without a potency; inactive = the rest, 99 in 100 with inhibition below about 76%;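 note: plate controls were DMSO cells for no effect and high antibiotic wells for full effect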
H1N1 NS1A inhibition: NS1A inhibition, H1N1 influenza, cell based functional assay (AID 504329). NS1A functional cell-based assay, percent inhibition; higher % means a stronger effect. inhibition, % at 12.5 µM; hits with a dose series show IC50 in µM. 340,000 compounds, 0.3% hits; in the data active = a potency from the dose series; inconclusive = inhibition above about 27% without an active follow-up result; note: strong numbers were not always called active
PhoP GFP inhibition: PhoP regulon inhibitors, Salmonella typhi PhoP promoter GFP reporter, confirmatory (AID 1850); Salmonella Typhi PhoP-promoter GFP reporter, fluorescence, 4 h; higher % means a stronger effect; inhibition, % at 50 µM, or IC50 in µM where a hit was titrated; 310,000 compounds, 0.33% hits; in the data active = a potency from the dose series; inconclusive = inhibition mostly from about 25% at the one dose, without a potency; inactive = the rest, 99 in 100 with inhibition below about 19%;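 note: 0% = induced wells with vehicle and 100% = uninduced wells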
VEEV TC-83 Vero: inhibitors of VEEV TC-83 cytopathic effect, confirmation, Vero cells (AID 588727) | 350,000 compounds, 0.13% hits | one-dose inhibition, % at 20 µM; IC50 in µM for titrated hits | Vero cells, VEEV TC-83 cytopathic effect inhibition; higher % means a stronger effect; in the data active = a potency from the dose series; inconclusive = inhibition mostly from about 14% at the one dose, without a potency; inactive = the rest, 99 in 100 with inhibition below about 12%; note: strong numbers were not always called active
H37Rv inhibition: M. tuberculosis growth inhibition, HTS (AID 449762); M. tuberculosis H37Rv growth inhibition, 7H9 media; higher % means a stronger effect; inhibition, % at 25 µM, or IC50 in µM where a hit was titrated; 330,000 compounds, 0.59% hits; in the data active = a potency from the dose series; inconclusive = inhibition above about 70% without an active follow-up result;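 note: bacterial growth assessed after seven days of incubation; strong numbers were not always called active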
VEEV TC-83 Vero 10K pilot screen: also measured in VEEV TC-83 Vero; calls as there; inhibition, %; measured here: 10K pilot screen inhibition
Starred values were filed as active, the others as inactive; i = inactive; ? = inconclusive; · = not tested or not shown; & = joins results of further samples.

SMILES	tuberculosis growth	H1N1 NS1A inhibition	PhoP GFP inhibition	VEEV TC-83 Vero	H37Rv inhibition	others
Cc1ccc(C(=O)Nc2nc(=O)n(C(=O)CC(C)C)s2)cc1	?	-26%	-6%	i	11%
O=C(CC(=O)N/N=C/c1ccc(O)cc1)N/N=C/c1ccc(O)cc1	2%	-11%	-4%	i	0%
CN(C)C(/C=C/Nc1ccc(F)cc1)=C(C#N)C#N	6%	-1%	0%	0.7%	3%
O=c1cc(N2CCN(Cc3ccccc3)CC2)[nH]c(=O)n1Cc1ccc(F)cc1	11%	27%	-6%	1.9%	-6%
FC(F)(F)c1nc2ccccc2nc1N/N=C/c1c(Cl)cccc1Cl	13%	-4%	9%	0.4%	2%
CN(CC(=O)O)c1ccc(S(=O)(=O)N2CCOCC2)cc1[N+](=O)[O-]	-11%	-1%	6%	1.3%	2%
CC(C)OC(=O)Cn1cc(C#N)c2ccccc21	·	-3%	-16%	0.1%	-1%
O=C(CN1CCN(C(=O)c2ccc(-c3nc4ccccc4s3)o2)CC1)Nc1ccccc1Cl	·	2%	·	7.2%	·
CCc1nnc(NC(=O)CSc2nnc(-c3ccc(S(=O)(=O)N(CC)CC)cc3)n2CC)s1	14%	-6%	2%	i	9%
CCOC(=O)C(NC(=O)CC)(Nc1ccccc1)C(F)(F)F (centres undefined)	2%	5%	-6%	0.1%	1%
Cc1ccc(S(=O)(=O)Cc2ccc(C(=O)N3CCC(C(N)=O)CC3)o2)cc1	-4%	3%	-11%	i	3%
CCOC(=O)C1C(C(=O)NN)C1C(=O)Nc1ccccc1 (centres undefined)	-10%	3%	4%	0.1%	-9%
COc1ccc(N2C(=O)CSC2c2ccncc2)cc1 (centres undefined)	3%	-4%	-10%	0.1%	-5%
OC(CN1CCC(Cc2ccccc2)CC1)C(F)(F)F (centres undefined)	-7%	-3%	4%	0.6%	-2%
Cc1nn(-c2ccccc2)c(C)c1C(=O)N1CCN(S(=O)(=O)c2ccccc2)CC1	-4%	-5%	·	8.0%	2%
COc1ccc(CCNC(=O)c2ccc3c(c2)SC2=NS(=O)(=O)CCN23)cc1	-2%	-3%	2%	0.1%	5%
CC(=O)Nc1ccc(NC(=O)C2CCCN(c3nnc(-n4cccc4)s3)C2)cc1 (centres undefined)	-16%	4%	6%	1.5%	-9%
COc1ccc(CCNC(=O)c2nc3ncccn3n2)cc1OC	-8%	-1%	-6%	0.2%	-2%
CN(c1ccccc1)S(=O)(=O)c1ccc(NC(=O)c2ccccc2)cc1	22%	3%	-3%	6.8%	5%
CC1(C)CC(NC(=O)Cc2ccccc2)CC(C)(C)N1	-5%	-19%	-5%	1.3%	6%

Arranged by molecular weight (falling): part of the list above.
SMILES	tuberculosis growth	H1N1 NS1A inhibition	PhoP GFP inhibition	VEEV TC-83 Vero	H37Rv inhibition	others
CC(=O)Nc1ccc(NC(=O)C2CCCN(c3nnc(-n4cccc4)s3)C2)cc1 (centres undefined)	-16%	4%	6%	1.5%	-9%
Cc1ccc(S(=O)(=O)Cc2ccc(C(=O)N3CCC(C(N)=O)CC3)o2)cc1	-4%	3%	-11%	i	3%
CN(c1ccccc1)S(=O)(=O)c1ccc(NC(=O)c2ccccc2)cc1	22%	3%	-3%	6.8%	5%
O=C(CC(=O)N/N=C/c1ccc(O)cc1)N/N=C/c1ccc(O)cc1	2%	-11%	-4%	i	0%
CCOC(=O)C1C(C(=O)NN)C1C(=O)Nc1ccccc1 (centres undefined)	-10%	3%	4%	0.1%	-9%
OC(CN1CCC(Cc2ccccc2)CC1)C(F)(F)F (centres undefined)	-7%	-3%	4%	0.6%	-2%

Additional compounds follow.
SMILES	tuberculosis growth	H1N1 NS1A inhibition	PhoP GFP inhibition	VEEV TC-83 Vero	H37Rv inhibition	others
CCCn1c(N)c(Sc2ccccc2)c(=O)n(CCC)c1=O	-10%	10%	-4%	2.3%	5%
S=C(NCCc1ccccc1)N1CCN(C(=S)NCCc2ccccc2)CC1	·	-7%	·	0.3%	·
CCOC(=O)C1CCN(C(=O)COC(=O)/C=C/c2cccc(OC)c2OC)CC1	1%	-19%	·	1.2%	-3%
CC(OC(=O)c1cc2ccccc2cc1O)C(=O)Nc1ccc(S(N)(=O)=O)cc1 (centres undefined)	6%	6%	-2%	0.2%	-7%
CCN(CC(=O)Nc1ccc(NC(C)=O)cc1)C(=O)CN1C(=O)NC2(CCCC2)C1=O	7%	-14%	0%	1.1%	0%
CSc1ncccc1C(=O)N(C)CC(=O)Nc1ccc(Cl)cc1	-2%	-26%	11%	1.3%	-16%
COc1ccc(C(=O)C2CN(C)CC2C(=O)c2ccc(OC)cc2)cc1 (centres undefined)	55%	4%	0%	i	-5%
CC1CN(C(=O)C2CCCCC2)C(C)CN1C(=O)C1CCCCC1 (centres undefined)	-2%	4%	0%	1.3%	-10%
CC(C)[C@H](NC(=O)N1CCn2c1nc1ccccc12)C(=O)NCc1ccco1	7%	-4%	9%	1.6%	3%
Cc1ccc(/C=C2\SC(=S)N(CCC(=O)Nc3ccc(O)cc3)C2=O)cc1	-6%	-18%	-2%	1.1%	0%
COc1ccccc1OC(=O)c1cc(Cl)nc2ccccc12	79%	-7%	-2%	i	23%
O=C(CSc1n[nH]c(-c2ccncc2)n1)NC1CCS(=O)(=O)C1 (centres undefined)	-6%	1%	1%	0.8%	-7%
CCOC(=O)c1[nH]c2cc(OC)c(OC)cc2c1NC(=O)CN(C)C1CCCCC1	12%	5%	-3%	i	2%
COc1ccccc1-n1c(=S)[nH]c2c(sc(=S)n2-c2ccccc2C)c1=O	13%	5%	-1%	6.0%	20%
CCCc1nnc(NC(=O)CCC(=O)N2CCCCC2)s1	-20%	-1%	-4%	1.5%	1%
Cc1oc2c(C)c3oc(=O)c(CCC(=O)NCCCN4CCOCC4)c(C)c3cc2c1C	46%	5%	-9%	i	-7%
CC(C)CC(c1nnnn1CC1CCCO1)N1CCN(c2nc3ccccc3s2)CC1 (centres undefined)	·	-3%	·	1.4%	·
CCCCCc1ccc(-c2cn(CN3C(=O)c4ccccc4C3=O)nn2)cc1	1%	-4%	3%	i	-1%	VEEV TC-83 Vero 10K pilot screen=0.1
CCC(C)[C@H](NC(=O)N1CC(=O)Nc2ccccc21)C(=O)Nc1nccs1 (some centres undefined)	-1%	8%	-5%	2.4%	-2%
Cc1ccc(C(=O)Nc2ccc3c(c2)CCC3)cc1S(=O)(=O)N1CCOCC1	58%	-12%	-1%	i	9%	VEEV TC-83 Vero 10K pilot screen=3.7
COc1cccc([C@H](O)Cn2cc(-c3ccc(CON=C(C)C)cc3)nn2)c1	6%	·	0%	·	-2%
CCO/C=C1/C(=O)N(c2ccc(OC)cc2)C(=O)c2ccccc21	11%	1%	6%	3.5%	7%
CCOc1cc(N2CCOCC2)c(OCC)cc1NC(=O)c1ccc(C)s1	18%	0%	1%	0.3%	3%
Cc1nnc(SCC(=O)Nc2cccnc2Cl)s1	-24%	1%	10%	1.8%	-9%
COC(=O)C1C(c2ccccc2)C(C(=O)O)C1c1ccccc1 (centres undefined)	-12%	3%	0%	2.0%	-3%
COc1ccc(C=O)c(OC)c1	-3%	-5%	0%	0.7%	-5%
CN=C(c1ccc([N+](=O)[O-])cc1)N1CCCCC1	-3%	1%	-6%	i	4%
COC(=O)c1ccc(C2Nc3cccc4cccc(c34)N2)cc1	46%	10%	11%	7.8%	6%
COc1c2n(C)ccc3c-2n(c(=O)c1=O)c1ccccc31	-11%	-5%	17%	1.0%	-5%
COC(=O)c1ccc(C23CC4(C2)[C@H](CN(Cc2ccc(-c5ccccc5)cc2)[C@@H]4c2ccccc2)C3c2ccc(C(F)(F)F)cc2)cc1 (some centres undefined)	32%	·	-23%	·	1%

By substructure: the compounds so far with a COOH group.
SMILES	tuberculosis growth	H1N1 NS1A inhibition	PhoP GFP inhibition	VEEV TC-83 Vero	H37Rv inhibition	others
CN(CC(=O)O)c1ccc(S(=O)(=O)N2CCOCC2)cc1[N+](=O)[O-]	-11%	-1%	6%	1.3%	2%
COC(=O)C1C(c2ccccc2)C(C(=O)O)C1c1ccccc1 (centres undefined)	-12%	3%	0%	2.0%	-3%

(next part)
SMILES	tuberculosis growth	H1N1 NS1A inhibition	PhoP GFP inhibition	VEEV TC-83 Vero	H37Rv inhibition	others
Cc1ccc2ncnc(NCCCCCC(=O)O)c2c1	0%	-5%	9%	0.6%	-3%
COCCn1nnnc1C(c1ccc(OC)cc1)N1CCN(c2ccccc2F)CC1 (centres undefined)	-18%	-14%	13%	0.4%	5%
CN(C)C(=O)CC12CC3CC(C1)CC(CC(=O)N(C)C)(C3)C2	2%	2%	26%	1.0%	-2%
CCCCn1c(N)c(N(CC(C)C)C(=O)c2ccc(S(=O)(=O)N(CC)c3ccccc3)cc2)c(=O)[nH]c1=O	-2%	-1%	9%	6.3%	7%
O=[N+]([O-])c1ccc(S(=O)(=O)N/N=C/c2ccco2)cc1	1%	-6%	3%	0.6%	1%
COc1ccc(C(=O)N2CCN(c3ccc(NC(=O)c4ccco4)cc3)CC2)cc1	24%	-8%	-3%	7.9%	5%
CC(=O)c1ccc(N(CC(=O)NC2CCCC2)C(=O)c2ccc(C)s2)cc1	13%	-3%	6%	0.6%	4%
Cc1ccc(S(=O)(=O)N2CCC(C(=O)N3CCCCCCC3)CC2)cc1	·	7%	·	2.9%	·
COc1ccc2c(c1)[N+](C)(C)C(C)(C)C=C2C	8%	-13%	5%	0.6%	-1%
C=CCn1c(SCC(=O)N2CCOCC2)nc(O)cc1=O	-1%	2%	2%	0.2%	2%
CC(C)N1C(=O)CC2(CC[N+](C)(CCOC(=O)C(O)(c3ccccc3)c3ccccc3)CC2)C1=O (centres undefined)	19%	-3%	-7%	2.5%	-7%
Cc1c(C#N)c(=O)oc2ccc3ccccc3c12	70%	-1%	-1%	2.0%	-1%
Cc1cc(C)cc(NC(=O)COC(=O)[C@@H](NC(=O)c2ccco2)C(C)C)c1	2%	5%	-10%	i	-8%
O=C(NCc1ccc(Cl)cc1)C(=O)NCC(c1cccnc1)N1CCN(c2ccc(F)cc2)CC1 (centres undefined)	-1%	6%	-4%	i	14%
CCOc1ccccc1CNC(=O)c1cc2oc3ccccc3c2n1C	31%	-3%	-4%	4.9µM*	0%
CCOCCCNC(=O)c1cc(Sc2ccc(F)cc2)nc2ccccc12	4%	-9%	-1%	1.1%	-5%
Brc1ccc(-c2csc(N3CCC(c4ccccc4)C3)n2)cc1 (centres undefined)	0%	1%	-11%	i	0%
COc1c2ccoc2cc2oc(C)cc(=O)c12	-5%	1%	7%	0.6%	-10%
Cc1ccc(NC(=O)CN(C)C(=O)COc2ncnc3ccc(Br)cc23)cc1	3%	-4%	·	0.3%	-3%
Cc1nc(-c2ccccn2)nc(N2CCOCC2)c1Cl	?	-4%	3%	0.7%	53%
O=C1CSC(c2ccncc2)N1Cc1ccccc1 (centres undefined)	-6%	-2%	-2%	2.6%	0%
Cc1cc(C)nc(SCCC(=O)Nc2ccccc2C)n1	10%	7%	-8%	6.7%	5%
Cc1cccc(NC(=S)NCc2ccccn2)c1	?	7%	-2%	3.5%	1%
CCCSc1nc(C)c(CC(=O)OCC)c(=O)[nH]1	9%	7%	3%	i	-1%
C#CCN(C)C(C)Cc1ccccc1 (centres undefined)	-10%	-3%	2%&-8%	1.0%	-6%
CC(C)c1ccc(/C=C2\C(=N)N3N=C(CC(=O)N4CCCCC4)SC3=NC2=O)cc1	9%	-9%	5%	2.1%	7%
Cn1c(N)c(C(=O)COC(=O)CCCOc2ccc(Cl)cc2Cl)c(=O)n(C)c1=O	-4%	-6%	2%	i	-15%
CC(=O)NC1Sc2ccccc2N=C1c1ccccc1 (centres undefined)	23%	-13%	-16%	5.3%	4%
Fc1ccc(OCc2nn3c(Cn4nnc5ccccc54)nnc3s2)cc1	23%	1%	-6%	4.8%	-6%
Cc1ccc(S(=O)(=O)N(C)C)cc1NC(=O)COC(=O)CCC(=O)c1cccs1	10%	-11%	6%	i	2%
Cc1noc(NS(=O)(=O)c2ccc(NC(=O)c3cnc4scc(C)n4c3=O)cc2)c1C	7%	3%	6%	2.0%	-2%
O=C(NC1CC1)C1=C[C@H](C2CC2)C[C@H](OCCCCO)O1	1%	-1%	0%	0.4%	-7%
Cc1cc(C)c(C)c(N=Nc2nc3ccccc3n2C)c1C	?	18µM*	-7%	i	6.2µM*
O=[N+]([O-])c1cccc(/C=N/Nc2nnc(-c3ccccc3)c(-c3ccccc3)n2)c1	6%	-4%	0%	1.1%	0%	VEEV TC-83 Vero 10K pilot screen=1.2
O=C(NCC(=O)N(Cc1ccco1)C(C(=O)NC1CCCC1)c1cccnc1)c1cccs1 (centres undefined)	14%	15%	-4%	1.1%	-2%

Compounds as they come; about 1.5% have a hit in one of these screens.
